Source: PubChem BioAssay (Milwaukee Institute for Drug Discovery)
HCV NS3h FP – HCV NS3 helicase inhibitors, primary screen, biochemical, fluorescence polarization, ChemBridge library; AID 687043, 2013; 16,000 tested, 1.6% active; NS3h Cy5-dT15 DNA binding; inhibition, % at 100 µM;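 active means inhibition above the average over every tested compound plus 3 SD, cut at about 40% in these data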
Cy5 interf NS3h – Cy5 fluorescence quenchers or enhancers, artefact control for HCV NS3 helicase inhibitor project, biochemical, ChemBridge library, Cy5 readout. Cy5-dT15 DNA with NS3h, fluorescence interference; actives lie on both sides; signal over control mean, under 1 quenches. fluorescence interference ratio at 100 µM. 16,000 tested, 6% active;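 active means compound fluorescence over control fluorescence at most 0.8, a quencher, or at least a set upper limit, an enhancer; inactive means ratio between 0.8 and the set upper limit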
The depositor's hits bear a star.

Values run as follows: HCV NS3h FP	Cy5 interf NS3h
CCc1nnc(NS(=O)(=O)c2ccc(N/C=C/C(=O)c3ccc(OC)cc3OC)cc2)s1
 : 11.9	0.989
Cc1ccc(S(=O)(=O)N2CCN(c3ccc([N+](=O)[O-])c(NC4CC4)c3)CC2)cc1
 : 14.3	1
O=C1c2ccc(S(=O)(=O)c3ccc4c(c3)C(=O)N(Cc3cccnc3)C4=O)cc2C(=O)N1Cc1cccnc1
 : -3.4	0.928
O=C(CCN1C(=O)/C(=C/c2ccc(F)cc2)SC1=S)Nc1ncc(Cc2ccc(Cl)cc2)s1
 : 45.6*	0.942
CC1(C)CC(=O)C2=C(C1)NC1=C(C(=O)CC(C)(C)C1)C2c1c(Cl)cccc1Cl
 : 9.1	1.12
CCOc1ccc(NC(=O)CN(c2cccc(Br)c2)S(=O)(=O)c2ccccc2)cc1
 : 12.5	0.94
Cc1ccccc1NC(=O)c1c(NC(=O)C(Cl)(Cl)Cl)sc2c1CCC2
 : 13.0	0.681*
CC(NC(=O)CSc1ncccn1)c1ccccc1 (stereo not drawn)
 : 7.0	0.996
Cc1ccc(NC(=O)/C=C/c2ccccc2)cc1
 : 23.7	0.953
COc1ccc(C2CC(c3c(-c4ccccc4)c4cc(Br)ccc4[nH]c3=O)=NN2C(=O)CCC(=O)O)cc1 (stereo not drawn)
 : 7.6	1.05
COc1cc(NC(=O)c2cnn3c2NC(c2ccc(Br)cc2)CC3C(F)(F)F)cc(OC)c1OC (stereo not drawn)
 : 12.8	0.894
Cc1ccc(N(CC(=O)O)S(C)(=O)=O)cc1C
 : 1.8	1.11
CCCCCCN1C(=O)C(=O)C(=C(O)c2ccccc2)C1c1ccc(N(C)C)cc1 (stereo not drawn)
 : -3.9	1.06
COc1ccccc1C/C(N)=N\OC(=O)c1ccc(C)c([N+](=O)[O-])c1
 : 18.2	1.05
Cc1ccccc1OCC(=O)Nc1cccc(NC(=O)c2ccccc2Cl)c1
 : 12.7	0.995
COc1ccc(C(=O)N2CCN(c3ccc(F)cc3)CC2)cc1[N+](=O)[O-]
 : -4.5	0.92
COc1ccc(OC)c(/C=C2\C(=O)NN(c3ccccc3)C2=O)c1
 : 15.0	0.949
O=C(/C=C/c1ccccc1)NC(=S)Nc1ccc(NC(=O)c2ccco2)cc1
 : 4.3	1.03
CCc1ccc(C2(c3ccc(CC)cc3)C(=O)NCc3ccccc32)cc1
 : -4.0	0.904
c1cc2cc(C3=NCCN3)ccc2cc1C1=NCCN1
 : 1.5	0.945
Cc1cccc(C)c1OCC(=O)Nc1ccc(Br)cc1C(=O)O
 : 3.6	1.08
COC(=O)c1cc(C(=O)Nc2ccccc2C(N)=O)cc([N+](=O)[O-])c1
 : 5.7	0.959
CN(C)CCC#CC1(O)c2ccccc2-c2ccccc21
 : -4.6	0.975
O=C(Nc1cc(Cl)ccc1Cl)c1ccc(-c2ccc(Cl)cc2)o1
 : 2.2	1.07
CC(=O)OCCN1C(=O)c2ccc(Oc3cccc(Oc4ccc5c(c4)C(=O)N(CCOC(C)=O)C5=O)c3)cc2C1=O
 : 8.9	0.975
Cc1ccc(N2C(=O)CC(N3CCOCC3)C2=O)cc1 (stereo not drawn)
 : 1.0	1.05
COc1ccc(-c2noc(COc3ccc(Cl)cc3)n2)cc1
 : 7.8	1.12
Cc1ccc(S(=O)(=O)C(=O)Nc2cccc3nsnc23)cc1
 : -1.9	1.04
O=C(/C=C/c1ccc(F)cc1)Nc1cccc(C(F)(F)F)c1
 : 4.1	0.955
c1coc(-c2nc3sc(-c4ccco4)nc3s2)c1
 : 3.6	1.11

3 compounds from above, ordered by SMILES length, ascending:
Values run as follows: HCV NS3h FP	Cy5 interf NS3h
O=C(/C=C/c1ccc(F)cc1)Nc1cccc(C(F)(F)F)c1
 : 4.1	0.955
O=C(/C=C/c1ccccc1)NC(=S)Nc1ccc(NC(=O)c2ccco2)cc1
 : 4.3	1.03
CCCCCCN1C(=O)C(=O)C(=C(O)c2ccccc2)C1c1ccc(N(C)C)cc1 (stereo not drawn)
 : -3.9	1.06

Next part.
Values run as follows: HCV NS3h FP	Cy5 interf NS3h
CN1C(=O)CC(N2CCN(CC(=O)N3CCCC3)CC2)C1=O (stereo not drawn)
 : -4.9	1.08
O=S1(=O)N=C(N2CCN(Cc3ccccc3)CC2)c2ccccc21
 : 1.3	0.931
COC(=O)c1cc(C(=O)Nc2cc(OC)ccc2OC)cc([N+](=O)[O-])c1
 : 9.4	1.07
O=C(Nc1ccncc1)C1COc2ccccc2O1 (stereo not drawn)
 : 0.0	1.12
Cc1cc(C)n(-c2nc(Nc3cccc(C(F)(F)F)c3)nc(-n3nc(C)cc3C)n2)n1
 : -1.8	0.964
CC1=C(C#N)C(c2ccccc2C(F)(F)F)C2=C(CC(C)(C)CC2=O)N1 (stereo not drawn)
 : 5.8	1.01
CCOc1ccc(-n2nc3ccc(NC(=O)c4ccc([N+](=O)[O-])o4)cc3n2)cc1
 : 7.4	1.13
CCOC(=O)c1c(NC(=O)Cn2cnc([N+](=O)[O-])n2)sc2c1CCC2
 : 8.7	0.572*
COc1cc(C=C2C(=O)NC(=O)NC2=O)cc(I)c1OCc1ccc(Cl)cc1
 : 28.5	0.823
Cc1ccc(C(=O)N/C(=C/c2cccc3ccccc23)C(=O)N2CCCC2)cc1
 : -0.3	0.862
CC(=O)c1cccc(NC(=O)c2cncc(Br)c2)c1
 : 5.5	1.1
Cc1c(OCC(=O)c2ccccc2)ccc2c1oc(=O)c1ccccc12
 : 14.2	0.978
Cc1ccc(C(=O)/C=C(/N)C(F)(F)F)cc1
 : 10.5	0.73*
CCOc1cccc(-c2nnc(N)s2)c1
 : -1.6	1.02
COc1ccc(C(=O)c2ccc(N3CCN(C(=O)c4ccc(F)cc4)CC3)c(F)c2)cc1Br
 : 2.5	1.05
CCOC(=O)c1c(C)oc2c(Br)cc(NS(=O)(=O)c3ccccc3)cc12
 : 13.9	0.972
CN(C)/C=C1\N=C(c2ccc(F)cc2)OC1=O
 : 6.9	1.01
O=C(CSc1nnc(SCC(=O)Nc2ccc(F)cc2)s1)Nc1ccc(F)cc1
 : 5.0	1.13
COc1ccc(/C=C(\NC(=O)c2ccccc2)C(=O)NCC(C)C)cc1
 : 12.5	0.928
Cc1cc(NS(=O)(=O)c2ccc(Nc3nc(-c4ccccc4)cs3)cc2)no1
 : 3.7	0.962
CCc1ccc(NC(=O)c2nn3c(c2Br)NC(c2ccccc2)CC3C(F)(F)F)cc1 (stereo not drawn)
 : -1.4	0.852
Cc1ccc(-c2[nH]n3c(=O)cc(-c4ccccc4)nc3c2C)cc1
 : -12.7	0.902
O=C(c1ccc(I)cc1)N1CCN(c2ccccn2)CC1
 : 23.4	0.844
Cc1cc(NC(=O)c2cccc([N+](=O)[O-])c2C)ccc1Br
 : 20.4	0.997
CC(C)(C)c1cc(S(N)(=O)=O)c2cc(C(C)(C)C)cc(S(N)(=O)=O)c2c1
 : 7.0	0.953
C/C(=N/NC(N)=O)C1CC1(C)C(C)(C)C (stereo not drawn)
 : 44.1*	1.03
COc1ccc(CC(=O)O/N=C(/N)c2ccc([N+](=O)[O-])cc2)cc1OC
 : 2.7	1.07
O=C(NCS(=O)(=O)c1ccccc1)c1ccccc1
 : 3.0	1.06
Cc1ccc(C(=O)c2cccc(C(=O)c3ccc(C)cc3)c2)cc1
 : 9.2	1.02
CCOc1cc(C(=S)N2CCOCC2)ccc1OS(=O)(=O)c1ccc(C)cc1
 : 11.1	0.883
CCOc1cc(OCC)cc(C(=O)Nc2ccc(C(=O)OC)cc2)c1
 : 16.3	0.948
Cc1ccc(N(CC(=O)Nc2ccccc2Cl)S(=O)(=O)c2ccc(F)cc2)cc1
 : 4.7	1.03
CC1=[N+]([O-])C(C)(C)C(c2ccc(C)cc2)=[N+]1[O-]
 : 1.3	0.965
COc1ccc(Cl)cc1NC(=O)CN(c1ccc(C)cc1)S(=O)(=O)c1ccc(OC)c(OC)c1
 : 11.8	1.03
Cc1ccc(C(C)C)c(OCC(=O)N2CCN(c3ccc([N+](=O)[O-])cc3)CC2)c1
 : 4.8	1.01
COc1ccc(S(=O)(=O)Nc2ccc([N+](=O)[O-])cc2OC)cc1
 : 10.7	0.979
COc1ccc(C(=O)N/C(=C\c2ccc(-c3cccc([N+](=O)[O-])c3)o2)C(=O)NC(C)C)cc1
 : 7.0	0.943
COC(=O)c1cc(C(=O)NCc2ccc(OC)cc2)cc([N+](=O)[O-])c1
 : 9.9	0.962
COc1cccc(N2C(=O)C(=O)C(=C(O)c3ccccc3)C2c2ccccc2)c1 (stereo not drawn)
 : 3.2	1.01
CCn1c(C)nc2c(Cl)c(O)ccc21
 : -0.3	1.09
C=CCOc1ccc(/C=C2\SC(=S)N(CC(=O)O)C2=O)cc1OC
 : 7.3	1.02
COc1ccc(NC(=O)c2cc([N+](=O)[O-])ccc2Cl)c(OC)c1
 : -7.3	1
O=C1/C(=C/c2ccc([N+](=O)[O-])cc2)NC(=S)N1c1ccccc1
 : 7.7	0.894
Cc1ccc(NC(=O)Cc2nnc(NC(=O)Nc3ccc(Cl)cc3)s2)cc1
 : 19.4	0.977
O=C(Nc1cc(Cl)cc(Cl)c1)c1cc2ccccc2o1
 : 27.9	1.02
Cc1ccc2nsnc2c1NC(=O)c1cccc2ccccc12
 : 5.6	0.981
Clc1ccc(C2C=C(c3ccccc3)Nc3ncnn32)cc1 (stereo not drawn)
 : -26.2	0.992
COc1ccc(C(=O)Nc2nc(-c3ccccc3)c(-c3ccccc3)s2)cc1[N+](=O)[O-]
 : 0.9	0.992
CC1(C)CC(=O)C(=Cc2cn(-c3ccccc3)nc2-c2ccc(Cl)cc2)C(=O)C1
 : 20.8	0.878
O=C(Nc1ccc(Cl)cn1)c1cccc(Cl)c1Cl
 : 14.7	1.04
COC(=O)c1c(C)oc2ccc(OCc3cccc(F)c3)cc12
 : 14.2	0.923
CCOC(=O)c1ccccc1NS(=O)(=O)c1cccs1
 : 0.3	0.975
COc1ccc(C2Nc3ccccc3C(=O)N2Cc2ccccc2)cc1Cn1nc(C)c(Cl)c1C (stereo not drawn)
 : -15.8	0.871
COc1ccc(C(=O)Nc2ccccc2)cc1NC(=O)C(C)Oc1ccccc1 (stereo not drawn)
 : 35.5	0.898
Cc1cccc(NC(=O)CN(c2ccc(C(C)C)cc2)S(=O)(=O)c2ccccc2)c1
 : -11.1	1.02
Cc1ccc(S(=O)(=O)n2cc(C=C3C(=O)NC(=S)NC3=O)c3ccccc32)cc1
 : 61.3*	0.815
O=C(NCc1ccco1)C(=O)Nc1ccc([N+](=O)[O-])cc1
 : 0.7	1.06
COc1ccc(/C=C/C(=O)Nc2ccc(F)cc2)cc1Br
 : 10.9	1.02
COc1ccc(C2CC(C(F)(F)F)n3nc(C(=O)Nc4cccc(Cl)c4Cl)c(Cl)c3N2)cc1 (stereo not drawn)
 : 13.7	0.981
Cc1cccc(NC(=S)NC(=O)/C=C/c2ccccc2)c1
 : 27.7	0.981

One compound at a time (already shown).
Cc1ccc(NC(=O)Cc2nnc(NC(=O)Nc3ccc(Cl)cc3)s2)cc1 is listed as HCV NS3h FP: 19.4; Cy5 interf NS3h: 0.977
COC(=O)c1c(C)oc2ccc(OCc3cccc(F)c3)cc12 is listed as HCV NS3h FP: 14.2; Cy5 interf NS3h: 0.923

Going on with the list.
Values run as follows: HCV NS3h FP	Cy5 interf NS3h
COc1ccc(C2Nc3ccccc3NC3=C2C(=O)CC(c2ccc(OC)c(OC)c2)C3)cc1 (stereo not drawn)
 : 8.8	0.889
C=CCc1ccc(OCCCCN2CCC(C)CC2)c(OC)c1
 : -8.1	0.895
CC(=O)Nc1ccc(NC(=O)C2(c3ccccc3)CCCC2)cc1
 : 15.6	1.11
Clc1ccc(Cl)c(OCCOCCN2CCOCC2)c1
 : -24.4	1.1
O=C(Nc1ccc(Cc2ccncc2)cc1)c1cc(F)c(F)cc1Cl
 : 8.2	0.906
CCCC(=O)Nc1ccc(Cl)cc1C(=O)O
 : -10.5	0.972
COC(=O)C1=C(C)NC(=O)NC1c1ccc(OC(C)C)cc1 (stereo not drawn)
 : 3.1	0.995
CC(C)Oc1cccc(C(=O)Nc2ccc3oc(-c4ccncc4)nc3c2)c1
 : 10.0	0.835
CCc1ccc(-c2nn(-c3cc(N4CCOCC4)ccc3[N+](=O)[O-])c(=O)c3ccccc23)cc1
 : 18.1	0.906
CN1C(=O)/C(=C\c2ccc(OCCOc3ccc(Br)cc3)cc2)SC1=S
 : 3.6	1.04
COc1cc(C(=O)NCCOc2ccccc2Cl)cc(OC)c1OC
 : 12.7	1.05
CCOc1cccc(C(=O)Nc2nc3ccc(C)cc3s2)c1
 : 0.3	0.689*
O=C1CSC(c2cccc(Cl)c2Cl)N1 (stereo not drawn)
 : 2.2	1.06
COc1ccc(N(CC(=O)Nc2ccc(Cl)cc2C)S(=O)(=O)c2ccc(C)c([N+](=O)[O-])c2)cc1
 : 19.5	0.676*
CC(=O)N(C1=C(N2CCCC2)C(=O)c2ccccc2C1=O)C1CCCCC1
 : -10.4	0.906
Cc1ccc(C=C2C(=O)NC(=S)N(c3ccccc3Cl)C2=O)o1
 : 60.2*	0.959
O=C(Nc1nnc(-c2ccco2)s1)c1cccc2ccccc12
 : 6.0	1.09
Nc1ccccc1C(=O)N=Nc1c(O)[nH]c2ccccc12
 : 0.0	1.06
O=C1OC(c2ccc(F)cc2)=N/C1=C\c1ccc2c(c1)OCO2
 : 20.5	1.09
CC1(C)CC(=O)C(=Cc2cn(-c3ccccc3)nc2-c2cccs2)C(=O)C1
 : 14.2	0.858
N/C(=N/OC(=O)c1ccccc1[N+](=O)[O-])c1ccncc1
 : 3.4	1.04
Cc1ccc(C)n1-c1ccc(Nc2ccccc2)cc1
 : -0.9	0.818
CCOP(=O)(OCC)/C(=C(\NC(=O)c1ccccc1)C(=O)Nc1ccc(Cl)cn1)c1ccccc1
 : 13.8	1.19
